MT1-MMP act inh: blockers of MT1-MMP proenzyme processing, primary screen, HT1080 RFP-PRO-GFP cells, GFP/RFP fluorescence. 0.061% of 360,000 active. GFP/RFP ratio fluorescence, overnight; percent of plate control window, DMSO zero. Matrix metalloproteinase-14 (Homo sapiens), P50281. GFP/RFP ratio change, % at 20 µM;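 active = GFP/RFP ratio change of at least 30% with cell ATP level not reduced by more than half and red fluorescence within 50% of control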; note: strong numbers were not always called active
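Compound: 20 µM single dose, 1% DMSO / System: HT1080 RFP-PRO-GFP cells / Controls: DMSO and RFP-L50D-GFP cell wells / Read-out basis: GFP/RFP fluorescence ratio / Schedule: overnight compound exposure at 37 °C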
SKN-1 inh: suppressors of acrylamide-induced Pgst-4::GFP reporter in worms, primary screen, SKN-1 inhibitor project, whole organism, uHTS, GFP/RFP fluorescence ratio, strain VP596. C. elegans VP596 Pgst-4::GFP/RFP ratio, 24 h. inhibition, % at 21.8 µM. 0.49% of 360,000 active. AID 624304, 2012;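 active = interference check ratio from 0.5 to 1.5 plus GFP to RFP signal ratio inhibition reaching or exceeding a fixed threshold, cut at about 30% in these data, passing the limit was not always enough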; note: some compounds called inactive have numbers as strong as hits
Rin1 Abl inh: inhibitors of Rin1-Abl protein binding, primary screen, biochemical, TR-FRET; Tyrosine-protein kinase ABL1 (Homo sapiens) + Ras and Rab interactor 1 (Homo sapiens), …; inhibition, % at 7.35 µM; 0.4% of 360,000 active; AID 588664, 2011; in the data active = inhibition above about 5%, passing the limit was not always enough
Target sequence (P00519 whole entry, looked up): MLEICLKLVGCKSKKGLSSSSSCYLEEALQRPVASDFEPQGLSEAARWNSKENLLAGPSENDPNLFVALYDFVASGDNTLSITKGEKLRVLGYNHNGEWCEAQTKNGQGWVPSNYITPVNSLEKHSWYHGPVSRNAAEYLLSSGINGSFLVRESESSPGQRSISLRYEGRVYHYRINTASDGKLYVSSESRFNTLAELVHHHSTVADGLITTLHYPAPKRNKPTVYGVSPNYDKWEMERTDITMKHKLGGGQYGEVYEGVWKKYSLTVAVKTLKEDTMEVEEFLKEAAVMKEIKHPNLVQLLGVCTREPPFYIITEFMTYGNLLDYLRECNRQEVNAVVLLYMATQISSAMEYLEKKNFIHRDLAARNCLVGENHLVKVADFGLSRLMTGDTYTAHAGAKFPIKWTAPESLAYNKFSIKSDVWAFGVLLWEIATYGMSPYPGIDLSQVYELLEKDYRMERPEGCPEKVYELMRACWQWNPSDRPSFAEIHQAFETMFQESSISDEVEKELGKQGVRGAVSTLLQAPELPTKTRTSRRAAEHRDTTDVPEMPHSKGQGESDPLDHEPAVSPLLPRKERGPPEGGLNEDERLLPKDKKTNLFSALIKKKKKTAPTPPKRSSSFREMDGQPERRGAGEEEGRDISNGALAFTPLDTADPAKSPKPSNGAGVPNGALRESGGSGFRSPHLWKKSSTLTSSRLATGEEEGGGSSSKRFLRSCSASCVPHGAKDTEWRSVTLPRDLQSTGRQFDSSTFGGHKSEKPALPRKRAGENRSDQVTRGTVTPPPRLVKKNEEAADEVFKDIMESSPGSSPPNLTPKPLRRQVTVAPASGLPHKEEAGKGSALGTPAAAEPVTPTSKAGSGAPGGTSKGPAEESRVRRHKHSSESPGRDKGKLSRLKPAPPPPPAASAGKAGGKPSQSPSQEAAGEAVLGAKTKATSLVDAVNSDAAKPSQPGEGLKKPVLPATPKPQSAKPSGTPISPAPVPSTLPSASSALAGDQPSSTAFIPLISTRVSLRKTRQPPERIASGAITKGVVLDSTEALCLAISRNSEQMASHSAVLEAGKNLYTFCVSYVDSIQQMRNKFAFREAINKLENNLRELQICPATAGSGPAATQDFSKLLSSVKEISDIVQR
Target sequence (Q13671 whole entry, looked up): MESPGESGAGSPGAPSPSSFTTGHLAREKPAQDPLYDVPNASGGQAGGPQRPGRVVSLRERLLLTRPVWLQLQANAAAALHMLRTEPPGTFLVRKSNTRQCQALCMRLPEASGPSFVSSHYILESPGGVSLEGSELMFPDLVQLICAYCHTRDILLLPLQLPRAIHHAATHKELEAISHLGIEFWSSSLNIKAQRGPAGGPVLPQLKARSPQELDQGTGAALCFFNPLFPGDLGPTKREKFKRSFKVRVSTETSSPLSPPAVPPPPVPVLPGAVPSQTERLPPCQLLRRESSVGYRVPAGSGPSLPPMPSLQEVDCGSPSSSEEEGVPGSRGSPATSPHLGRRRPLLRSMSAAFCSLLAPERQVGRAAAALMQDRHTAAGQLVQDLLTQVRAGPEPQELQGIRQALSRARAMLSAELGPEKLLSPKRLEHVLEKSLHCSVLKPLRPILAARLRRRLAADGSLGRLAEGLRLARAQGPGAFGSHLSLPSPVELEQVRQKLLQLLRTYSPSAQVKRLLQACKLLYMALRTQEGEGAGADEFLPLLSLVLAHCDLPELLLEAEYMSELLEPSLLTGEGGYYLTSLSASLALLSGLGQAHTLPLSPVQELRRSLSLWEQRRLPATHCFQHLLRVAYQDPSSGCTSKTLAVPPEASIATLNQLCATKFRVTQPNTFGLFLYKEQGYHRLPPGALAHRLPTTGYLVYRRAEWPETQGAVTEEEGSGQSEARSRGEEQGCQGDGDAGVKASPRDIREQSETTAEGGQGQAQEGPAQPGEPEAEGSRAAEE
Rpn11 block: Rpn11 (PSMD14) deubiquitinase inhibitors, primary screen, biochemical, fluorescence polarization, uHTS | 26S proteasome non-ATPase regulatory subunit 14 (Homo sapiens), O00487 | human 26S proteasome, Ub4-pepOG fluorescence polarization; 20S core pre-blocked with epoxomicin | calls only at 20 µM | 0.59% of 360,000 active;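 active = inhibition at 20 µM, scaled to each plate's controls, above about 33%, limit read from the data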
Neddylation inh: inhibitors of cullin neddylation, primary screen, biochemical, TR-FRET, uHTS, NAE and Ubc12 | calls only at 25 µM | 0.58% of 360,000 active | AID 651699, 2012; in the data active = inhibition above about 36%
CSN deneddyl inh: inhibitors of CSN-mediated cullin deneddylation, primary screen, biochemical, fluorescence polarization, uHTS | AID 651999, 2013 | Purified CSN, SCF-Nedd8-OG deneddylation | COP9 signalosome complex subunit 5 (Homo sapiens), Q92905 | 0.38% of 360,000 active | inhibition, % at 12.5 µM;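 active = pattern-corrected inhibition above about 35%, with an unprinted fluorescence ratio check between 0.5 and 1.5, limit read from the data, passing the limit was not always enough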;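 note: 0% = enzyme with substrate and 100% = substrate without enzyme; some results filed as inactive read as strong as hits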
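assay system = purified human Csn5 enzyme expressed in HEK293T cells | amount = 0.24 nM enzyme | buffer or medium = Tris/NaCl/DTT buffer, pH 7.5 | reagent = 10 nM SCFSkp2-Nedd8OG | compound = one concentration, 12.5 µM, 0.25% DMSO | times = 90 min reaction at room temperature | signal = FP | read-out basis = % inhibition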
FAS-TE inh: FAS thioesterase domain inhibitors, primary screen, biochemical, fluorescence intensity, uHTS; Fatty acid synthase (Homo sapiens), P49327; recombinant FAS-TE, OMFH fluorogenic substrate, fluorescence endpoint; inhibition, % at 15 µM; 0.67% of 360,000 active; AID 602261, 2012;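 active = compounds whose normalised, plate-corrected inhibition of enzyme fluorescence in the single-dose primary screen is 50% or more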;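 note: 0% = DMSO with enzyme and 100% = substrate without enzyme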
NadD inh: inhibitors of S. aureus NadD, primary screen, biochemical, colorimetric, uHTS; inhibition, % at 20 µM; 0.78% of 360,000 active; purified NadD enzyme, colorimetric absorbance read-out; in the data active = inhibition above about 26%; note: some compounds past the cut are filed as inactive
MLLE-PAM2 inh: inhibitors of PABP1 MLLE–PAM2 peptide binding, primary screen, biochemical, fluorescence polarization, FITC-PAM2, GST-MLLE; Polyadenylate-binding protein 1 (Homo sapiens), P11940; inhibition, % at 20 µM; 0.36% of 360,000 active; AID 588489, 2011; in the data active = inhibition above about 35%, passing the limit was not always enough;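 note: plate controls were DMSO wells with GST-MLLE for no effect and wells lacking GST-MLLE protein for full effect; some results filed as inactive read as strong as hits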
* hit, by the source's call; i = inactive; / = not tested or not shown; + = active, no number.

SMILES	MT1-MMP act inh	SKN-1 inh	Rin1 Abl inh	Rpn11 block	Neddylation inh	CSN deneddyl inh	FAS-TE inh	NadD inh	MLLE-PAM2 inh
Cc1ccc(C(=O)O)cc1-c1ccc(C=C2C(=O)c3ccccc3C2=O)o1	-2	20	2	+	i	27	1	8	-159
COC(=O)c1ccccc1NC(=O)c1ccc(-c2cccc(Cl)c2)o1	1	0	2	i	i	8	-10	-6	-7
Cc1ccc2c(Cl)c(C(=O)NCCCn3ccnc3)sc2c1	3	-2	-4	i	i	-4	-9	1	2
O=S(=O)(NCc1csc(-c2cccs2)n1)c1cccs1	1	-7	-2	i	i	-4	2	-1	7
OCCN1CCOCCN(CCO)CCN(CCO)CC1	0	0	2	i	i	2	-4	5	1
CC(=O)N1CCN(C(=O)c2ccc(NS(=O)(=O)c3ccc(Cl)c(Cl)c3)cc2)CC1	2	9	2	i	i	3	-6	-5	-1
O=C(c1cnn2cccnc12)N1CCN(Cc2ccc3c(c2)OCO3)CC1	4	9	-1	i	i	-4	-6	-1	-8
O=[N+]([O-])c1cccc(S(=O)(=O)Nc2ccc3cn[nH]c3c2)c1	-1	17	1	i	i	-1	-9	13	-12
Cc1ccc(OCCNC(=O)[C@H]2O[C@@H](n3ccc(=O)[nH]c3=O)[C@H](O)[C@@H]2O)cc1C	1	-2	2	i	i	-2	-11	-6	5
O=C(CCS(=O)(=O)c1cccc2nsnc12)N1CCN(c2ccccc2F)CC1	0	47*	0	i	i	-5	2	-4	-2
O=C(C(=O)N1CCN(Cc2ccccc2)CC1)c1c[nH]c2ccccc12	-4	2	-3	i	i	-4	-2	0	4
O=C(NCCN1CCOCC1)c1ccc2c(c1)N(Cc1ccccc1)C(=O)c1ccccc1S2	1	-8	-4	i	i	-1	-3	-7	6
CC(NCc1cccs1)C(=O)Nc1cc(Cl)cc(Cl)c1 (stereo not drawn)	0	-6	5	i	i	4	9	-8	-10
O=c1nc2n(c3c4c(sc13)CCC4)CCC2	-3	11	2	i	i	-1	-4	-11	3
Cc1ccc(S(=O)(=O)N(CC(=O)N2CCc3ccccc3C2)c2ccc(Cl)c(Cl)c2)cc1	-7	14	-3	i	i	-3	28	-5	9
CCN(CC)Cc1c(O)ccc2c1O/C(=C\C=C\c1ccccc1)C2=O	-112	-17	-5	/	i	37	-21	-4	-9
O=C1/C(=C/c2ccncc2)SC(=S)N1Cc1ccccc1	4	-7	-6	i	i	5	8	3	28
CC1(C)C(=O)C2(CCCCC2)C(=O)OC1C(=O)c1ccccc1 (stereo not drawn)	-1	7	-5	i	i	0	0	-6	1
N#Cc1c2n(c(=S)n(-c3ccccc3)c1=O)CCCCC2	4	10	-1	i	i	1	-4	6	14
COC(=O)c1cc(OC)c(OC)cc1NC(=S)N1CCN(c2ccccc2)CC1	9	-1	5	i	i	-4	5	-3	-46
O=C(CN1CCCc2ccccc21)N/N=C/c1c(O)ccc2ccccc12	-15	-8	3	i	i	10	35	18	-65
N#C/C(=C\c1ccncc1)c1nc2ccccc2[nH]1	-8	3	4	i	i	-1	-3	-1	-26
Cc1cccc(C(=O)NC(NC(=S)Nc2ccc(S(N)(=O)=O)cc2)C(Cl)(Cl)Cl)c1 (stereo not drawn)	11	5	1	i	i	-2	4	-4	20
COc1ccc(OCC(=O)NCc2n[nH]c(=O)c3ccccc23)cc1	-3	-5	0	i	i	1	-3	0	8
Cc1cc(=O)c2ccc(NC(=O)c3ccccc3)cc2[nH]1	6	15	0	i	i	-2	-8	0	-10
Cc1cc(C)n(-c2ccc(C(=O)Nc3nc4ccccc4s3)cc2)n1	3	1	-3	i	/	2	-4	1	6
COCCCN=Cc1c(C)[nH]n(-c2ccc(Br)cc2Br)c1=O	2	9	5	i	i	2	-6	5	2
CCN(CC)CCn1c2c(c(SCC(=O)Nc3nc4ccc(C)cc4s3)nc1=O)CCC2	2	-2	3	i	i	-3	-12	-6	11
CCOC(=O)N1CCOCCOCCN(C(=O)OCC)CCOCC1	-7	28	0	i	i	-1	-1	1	8
O=C(CSc1ncn[nH]1)Nc1ccc(S(=O)(=O)Nc2ncccn2)cc1	1	-2	-1	i	i	-4	-1	1	-12

4 entries from above, with bars between the fields.
compound | MT1-MMP act inh | SKN-1 inh | Rin1 Abl inh | Rpn11 block | Neddylation inh | CSN deneddyl inh | FAS-TE inh | NadD inh | MLLE-PAM2 inh
Cc1cc(C)n(-c2ccc(C(=O)Nc3nc4ccccc4s3)cc2)n1 | 3 | 1 | -3 | i | / | 2 | -4 | 1 | 6
COCCCN=Cc1c(C)[nH]n(-c2ccc(Br)cc2Br)c1=O | 2 | 9 | 5 | i | i | 2 | -6 | 5 | 2
CCN(CC)CCn1c2c(c(SCC(=O)Nc3nc4ccc(C)cc4s3)nc1=O)CCC2 | 2 | -2 | 3 | i | i | -3 | -12 | -6 | 11
CCOC(=O)N1CCOCCOCCN(C(=O)OCC)CCOCC1 | -7 | 28 | 0 | i | i | -1 | -1 | 1 | 8

Next part:
SMILES	MT1-MMP act inh	SKN-1 inh	Rin1 Abl inh	Rpn11 block	Neddylation inh	CSN deneddyl inh	FAS-TE inh	NadD inh	MLLE-PAM2 inh
CCN(C1CCCCC1)S(=O)(=O)c1ccc(OC)c(C)c1	-3	-20	0	i	i	4	24	-2	1
CCOc1ccccc1NC(=O)C1(S(=O)(=O)c2ccc(Cl)cc2)CC1	1	2	2	i	i	3	26	-7	-1
CC1CCCC(C)N1CCCNC(=O)C1CCCN(S(=O)(=O)N2CCCCC2)C1 (stereo not drawn)	1	8	0	i	i	-2	-4	0	-1
COc1cc(C(=O)N2CCN(c3ccc([N+](=O)[O-])cc3)CC2)ccc1OCc1c(C)noc1C	-3	3	-3	i	i	-2	5	9	-9
C=CCNC(=O)NC(=O)COC(=O)/C(C#N)=C/c1cc(C)n(CC(C)C)c1C	4	-9	3	i	i	-3	7	-5	-2
COc1ccc(C(C#N)c2ccc(Cl)nn2)cc1 (stereo not drawn)	4	-11	0	i	i	-6	0	-5	3
CN(C(=O)CO/N=C/c1ccc(OC(F)F)cc1)C1CCS(=O)(=O)C1 (stereo not drawn)	3	5	1	i	i	0	0	1	-7
O=C1c2oc3ccccc3c(=O)c2C(c2cccnc2)N1Cc1ccco1 (stereo not drawn)	2	-2	-1	i	i	-1	-4	-2	18
Cc1cccc(C)c1OCc1nnc(SCC(=O)Nc2ccc(N3CCOCC3)cc2)o1	5	18	1	i	i	0	-3	1	-6
CCC(C)(C)NC(=O)CN(C(=O)CCC(=O)Nc1nccs1)c1cccc(C)c1C	-3	6	-1	i	i	1	0	3	10
CC(=O)Oc1ccc(N(C(C)=O)S(=O)(=O)c2ccc(C)c([N+](=O)[O-])c2)cc1	6	2	-7	i	i	-9	-3	-5	-9
Cc1ccc(OCC(O)CN2CCN(CCO)CC2)c(C)c1 (stereo not drawn)	1	34	0	i	i	-1	-4	-2	7
CC(=O)N(C)c1ccc(NC(=O)Nc2ccc(C)cc2)cc1	12	8	1	i	i	2	-8	3	-1
COc1cccc(CN2CC(C(=O)N(C)CC3CCOCC3)CCC2=O)c1 (stereo not drawn)	2	-10	-3	i	i	2	-7	-4	21
COc1ccc(CNC(=O)c2cc(-n3cnnc3)ccc2Cl)cc1	-3	-9	-3	i	i	1	-6	7	-99
CC(C)(C)OC(=O)NNc1c2ccccc2nc2ccccc12	3	-15	-2	i	+	-2	6	-16	12
CCOC(=O)CN1CCC(c2ccccc2)CC1	-1	-2	1	i	i	5	-4	-2	-4
O=C(CN1C(=O)c2ccccc2S1(=O)=O)c1ccccc1Cl	-1	8	5	i	i	-2	2	-5	1
O=C(NCCc1ccccc1F)C1CC(O)CN1C(=O)Nc1ccccc1 (stereo not drawn)	-1	-3	3	i	i	-3	-5	-7	1
O=C(COC(=O)COc1ccc(Cl)cc1)NCc1cccs1	4	9	0	i	i	-1	-7	-3	-20
Cc1cc(NCCc2ccccc2F)n2ncnc2n1	-1	3	-1	i	i	-3	-7	4	3
COCc1cc(Sc2ccc(Cl)cc2)nc(C)n1	4	1	2	i	i	8	1	4	-2
O=C(CN1CCN(c2ccccc2)CC1)Nc1c(C(=O)C2CC2)oc2ccccc12	4	8	-3	i	i	-2	25	-1	3
O=C(c1ccc2ccccc2n1)N1CCN(c2ccccn2)CC1	6	-8	-1	i	i	-3	-2	-3	-5
C=CCn1c(SC)nnc1C1COc2ccccc2O1 (stereo not drawn)	-2	-4	-1	i	i	-2	-4	-3	-13
COc1ccc(C(=O)NNC(=O)C(NC(=O)c2cc(OC)cc(OC)c2)C(C)C)cc1 (stereo not drawn)	2	14	3	i	i	-4	-4	0	-6
O=c1[nH]nnc2cc(Cl)ccc12	2	16	-3	i	i	1	-4	1	-10
O=C1c2cccnc2C(Nc2ccc(F)c(Cl)c2)N1Cc1cccs1 (stereo not drawn)	3	-7	0	i	i	0	5	-1	4
CCOc1ccc(OCCC(=O)Nc2ccc(F)cc2C)cc1	-1	14	-2	i	i	-5	3	2	-12
COC(=O)c1oc2ccccc2c1NC(=O)/C=C/C(=O)O	1	2	2	i	i	-11	-2	4	9
Cc1cccc(NC(=S)NC(=O)/C=C/c2ccco2)n1	-1	-8	0	i	i	9	4	-4	11
CCc1sc(N(C(=O)Cc2ccccc2)c2ccccc2F)nc1-c1ccc(C)cc1	-8	4	3	i	i	0	29	2	3
COc1ccc(OC)c(Nc2cc(C(=O)NCCCN3CCOCC3)c3ccccc3n2)c1	4	9	-2	i	i	0	6	-6	-14
CCCCCN(C(=O)CCC(=O)OCC(=O)c1ccc(C(C)CC)cc1)c1c(N)n(CCCC)c(=O)[nH]c1=O (stereo not drawn)	-9	4	3	i	i	0	9	11	-9
N=c1n(CCN2CCCCC2)c2ccccc2n1CC(O)c1ccc(Cl)c(Cl)c1 (stereo not drawn)	-6	1	-1	i	i	3	10	-3	4
N#CC(C(=O)c1ccc(S(=O)(=O)N2CCCCCC2)cc1)c1nc2ccccc2[nH]1 (stereo not drawn)	4	17	1	i	/	0	-2	10	-15
CCCCn1cnc2c(SCCc3ccccc3)nc(N)nc21	5	10	-1	i	i	-6	9	0	-7
COc1ccc(N2CS(=O)(=O)/C(=C/N(C)C)C2=O)cc1	-1	-5	-3	i	i	1	-6	-3	16
O=C(CSc1nc2ncccc2[nH]1)Nc1c(F)cc(F)cc1Br	3	-1	3	i	i	-4	-7	-4	0
O=C1NC(c2ccccc2)=C(c2ccc3ccccc3n2)C(c2ccc(F)cc2)N1 (stereo not drawn)	0	7	-2	i	i	1	13	-3	10
CC(C)C(=O)Nc1cccc(-c2nc3ccccc3o2)c1	2	11	-1	i	/	1	-1	-5	-10
CSc1ncnc2sc(C)c(C)c12	-2	3	-5	i	i	-11	-7	-2	5
O=C(O)Cn1cc(/C=C2/NC(=O)N(c3ccc(Cl)cc3)C2=O)c2ccccc21	6	-7	-2	i	i	0	-8	1	-9

High-throughput results as filed in PubChem.
